High-throughput results from PubChem.
IL2 activator = IL-2 activation | IL-2 activation reporter assay, cell-based qHTS; stimulated with anti-CD3/CD4/CD28 beads; in transgenic mouse T cells | activation, % (series mostly up to about 46 µM) | 360,000 compounds, 0.065% hits; in the data active means activation above about 50%; inconclusive means mostly about 30% to 49%; further: 0% is about no effect
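Unstimulated transgenic mouse T cells preincubated 60 min with compound, then stimulated with anti-CD3/anti-CD4-coated beads plus anti-CD28 for 18 h at 37 degrees C. IL-2 response read as EGFP and DsRed fluorescence by plate cytometry.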
PLK1 PBD inh = inhibitors of human PLK1 polo-box domain binding | P53350 | Plk1 PBD binding of FITC phosphopeptide, fluorescence polarization | Potency, µM, for inactives: max response, negative = inhibition, actives largely listed as inhibitors | 360,000 compounds, 2.8% hits | AID 720504; further: potency means the concentration at half of the fitted maximal effect; series mostly up to about 57 µM; on the % scale 0 is the no-effect control and ±100 the full control effect; nearly all actives have a fitted effect of over 65% in size
Target sequence (P53350 whole entry, looked up, the tested form may be a part): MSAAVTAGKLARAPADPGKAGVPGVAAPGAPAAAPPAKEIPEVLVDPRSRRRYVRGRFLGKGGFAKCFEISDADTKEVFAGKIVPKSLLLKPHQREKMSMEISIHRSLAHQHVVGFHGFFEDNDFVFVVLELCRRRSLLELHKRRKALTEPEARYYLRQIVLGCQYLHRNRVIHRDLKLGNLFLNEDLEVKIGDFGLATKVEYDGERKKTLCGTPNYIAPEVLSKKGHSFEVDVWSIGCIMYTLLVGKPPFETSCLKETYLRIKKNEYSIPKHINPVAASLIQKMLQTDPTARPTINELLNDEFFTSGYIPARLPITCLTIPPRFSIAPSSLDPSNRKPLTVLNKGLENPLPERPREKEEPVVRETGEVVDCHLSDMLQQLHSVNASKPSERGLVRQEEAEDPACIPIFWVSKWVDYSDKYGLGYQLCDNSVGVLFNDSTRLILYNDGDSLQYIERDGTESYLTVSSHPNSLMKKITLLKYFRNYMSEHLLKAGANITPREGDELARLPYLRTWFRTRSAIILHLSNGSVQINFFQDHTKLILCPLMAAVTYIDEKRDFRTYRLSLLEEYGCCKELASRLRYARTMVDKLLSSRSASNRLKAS
WRN helicase inh = blocks human WRN helicase; Q14191; WRN helicase unwinding, fluorescent forked duplex, kinetic; Potency, µM (doses to about 114 µM), for inactives: top-dose activity change, negative = inhibition, most hits filed as inhibitors; 360,000 compounds, 0.46% hits; AID 651768; further: potency means the concentration at half of the fitted maximal effect; on the % scale 0 is the no-effect control and ±100 the full control effect; nearly all actives have a fitted effect of over 55% in size
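WRN at 20 nM final preincubated with compound 15 min at room temperature; reaction started with 100 nM fluorophore/quencher forked duplex oligonucleotide and 2 mM ATP final. Unwinding followed kinetically by red fluorescence (ex 525, em 598 nm).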
PI5P4K alpha inh = blocks human PI5P4K alpha kinase activity | P48426 | PI5P4Kalpha enzyme, ADP-Glo luminescence, 60 min; hits give low values | max response, % | 330,000 compounds, 1.2% hits | AID 652105; active means max response of -50% or lower; inconclusive means between -30% and -50%; inactive means -30% or higher; further: value at the top dose of about 77 µM; on the % scale 0 is the no-effect control and ±100 the full control effect
Target sequence (P48426 whole entry, looked up): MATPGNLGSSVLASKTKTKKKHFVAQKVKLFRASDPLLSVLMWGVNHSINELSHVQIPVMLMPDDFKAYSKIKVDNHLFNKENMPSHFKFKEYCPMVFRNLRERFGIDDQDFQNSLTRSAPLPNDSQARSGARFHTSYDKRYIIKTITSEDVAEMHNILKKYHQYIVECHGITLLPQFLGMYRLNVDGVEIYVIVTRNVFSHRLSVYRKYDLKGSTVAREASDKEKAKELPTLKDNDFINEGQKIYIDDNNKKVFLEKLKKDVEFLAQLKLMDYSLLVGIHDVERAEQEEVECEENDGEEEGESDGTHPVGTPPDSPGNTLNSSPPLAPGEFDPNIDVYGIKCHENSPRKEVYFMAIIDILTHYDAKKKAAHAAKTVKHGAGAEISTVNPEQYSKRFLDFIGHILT
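Human PI5P4Kalpha with substrate in 0.038 M HEPES pH 7.4, 0.28 mM EGTA, 0.1% CHAPS, 5% DMSO; reaction started with 5 microM ATP (final), 60 min at room temperature. ADP formed read by ADP-Glo luminescence.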
EPAC1 agonist = activates human EPAC1 exchange factor. 360,000 compounds, 0.073% hits. Potency, µM (highest dose often 154 µM), inactives show at the highest dose activation, most hits filed as activators. O95398. EPAC1 agonist qHTS, biochemical assay; response scale: 100% = response to 6.5 mM cAMP. AID 720707; further: potency means the concentration at half of the fitted maximal effect; nearly all actives have a fitted effect of over 60% in size
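Nucleotide exchange assay: 100 nM EPAC1 with 250 nM Rap1B loaded with BODIPY-GDP and 50 uM GDP, room temperature. Fluorescence (480/540 nm) read every 5 min for 30 min; signal change normalized to 6.5 mM cAMP as full agonist.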
Abeta yeast res = restores growth of yeast expressing A-beta42 peptide. AID 1347071. yeast expressing A-beta42, growth rescue, OD600, 48 h; response scale: 0% DMSO, 100% iron-clioquinol control. Potency, µM (series often up to 46.1 µM), inactives show at the highest dose growth rescue, most hits filed as activators. 410,000 compounds, 0.063% hits; further: potency means the concentration at half of the fitted maximal effect; nearly all actives have a fitted effect of over 55% in size
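Growth rescue measured by 600 nm absorbance after 48 h yeast culture at 30 C with compound. Values normalized between DMSO and an equimolar ferric chloride plus clioquinol control.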
FUS yeast rescue = FUS proteinopathy suppression in yeast; S. cerevisiae FUS-expressing, growth rescue, OD600, 24 h; Potency, µM (top dose mostly 76.6 µM), for inactives: at the highest dose growth rescue (activation), actives largely listed as activators; 390,000 compounds, 0.24% hits; AID 1347120;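 further: potency means the concentration at half of the fitted maximal effect; plate controls were DMSO vehicle for no effect and reference control for full effect; nearly all actives have a fitted effect of over 55% in size; some results filed as inactive show a strong effect at the top dose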
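Galactose (2%) drives FUS expression in yeast precultured in raffinose; seeding density OD 0.005. Test compounds incubated 24hr at 30C and 99% humidity before absorbance at 600 nm was measured.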
EPAC1 antag = EPAC1 (human) antagonism; AID 720709; 360,000 compounds, 0.14% hits; Potency, µM (top dose mostly 115 µM), for inactives: top-dose activity change, negative = inhibition, actives largely listed as inhibitors; EPAC1 GEF assay, Rap1b-BODIPY-GDP exchange fluorescence;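 further: potency means the concentration at half of the fitted maximal effect; plate controls were vehicle for no effect and positive control for full effect; nearly all actives have a fitted effect of over 50% in size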
The depositor's hits bear a star; ? = inconclusive; / = no result given; & = joins results of further samples; [ ] = dose if it differs, or a comment. Unless noted, the call rests on the fitted dose curve; in most records, active means well fitted curve in the direction sought with a large enough effect; inconclusive means small, poorly fitted or top-dose-only effect, or another doubt; inactive means no such curve, though single readings can be large; an effect the other way counts as inactive or inconclusive.

nr	Compound	IL2 activator	PLK1 PBD inh	WRN helicase inh	PI5P4K alpha inh	EPAC1 agonist	Abeta yeast res	FUS yeast rescue	EPAC1 antag
1	Cn1c(SCC(=O)N2CCCc3ccccc32)nnc1-c1cccs1	-0.8	0%	-9%	/	0%	-3%	1%	17%
2	O=C(NCc1ccco1)c1ccc(Cn2c(=O)c3ccccc3n(Cc3ccc(Cl)cc3)c2=O)cc1	-1.3	-4%	2%	/	13%	8%	43%	-4%
3	Cc1ccc(S(=O)(=O)N2CCCOC2CNC(=O)C(=O)NCc2ccncc2)cc1 (stereo not drawn)	0.4	2%	-4%	-3	1%	18%	/	5%
4	CCCOc1ccc(F)cc1-c1cc(C(=O)Nc2cc(OC)ccc2OC)[nH]n1	-0.2	-8%	0%	-7	17%	-4%	-8%	-20%
5	Cc1occc1C(=O)NNC(=O)Nc1ccc(Cl)c(Cl)c1	-2.3	6.7µM*	-9%	-29	0%	14%	7%	-15%
6	O=C(CCC1CCCCC1)NCCN1C2=NC[C@H](Cc3ccc(O)cc3)N2C[C@H]1Cc1ccc(O)cc1	0.0	?	6%	1	-15%	0%	-12%	-10%
7	O=C(NCc1ccc(Cl)cc1)c1ccc(-c2ccccc2C(F)(F)F)o1	-3.6	0%	-17%	12	7%	-8%	-1%	8%
8	N#CCC(=O)Nc1ccc(C(=O)OCC(=O)c2c[nH]c3ccccc23)cc1	-0.3	3%	2%	?	-4%	-2%	34%	14%
9	CC(NCC(=O)Nc1ccccc1C(=O)NC1CC1)c1ccc(S(N)(=O)=O)cc1 (stereo not drawn)	0.1	-14%	-4%	6	9%	-15%	-6%	-30%
10	NC(=O)CN1CCOCCOCCN(CC(N)=O)CCOCCOCC1	0.4	-9%	1%	-3	-1%	7%	6%	0%
11	CCc1oc(C(=O)O)cc1COC	0.0	-20%	-22%[57.1 µM]	7	2%	0%	9%	-6%
12	CN1CCN(C(=O)c2ccccc2NC(=O)c2ccc(C(C)(C)C)cc2)CC1	0.3	-8%	-18%	6	-18%	24%	5%	-10%
13	Cc1cc(C)c2nc(N3CCC(C(=O)NCc4cccnc4)CC3)sc2c1	0.5	-4%	-5%	2	4%	-2%	-2%	-22%
14	Cc1nn(CC(=O)Nc2c(F)c(F)cc(F)c2F)c(=O)c2cccn12	-2.0	-7%	-3%	3	8%	-9%	30%	28%
15	N#C/C(=C/c1ccc([N+](=O)[O-])cc1)C(=O)Nc1ccccc1O	-0.8	-9%	-13%	0	-1%	11%	12%	-6%
16	Cc1cc(-c2nnc(CCC(=O)N(C)C(C)c3cccs3)o2)no1 (stereo not drawn)	2.1	3%	2%	-1	-5%	8%	-22%	8%
17	Cc1ccc(S(=O)(=O)N2CCC(=O)N(CCOCc3cccc(C)c3)CC2)cc1	-0.3	0%	10%	-6	-10%	-6%	25%	0%
18	CN1C(=O)c2ccc(C(=O)Nc3nccs3)cc2C1=O	-3.1	-19%	1%	1	9%	-5%	9%	1%
19	N#Cc1ccc(S(=O)(=O)N2CCN(Cc3cccs3)CC2)cc1	1.6	3%	-2%	-1	3%	0%	8%	-4%
20	Cc1ccc(S(=O)(=O)N2CCC(=O)CC2c2ccccc2)cc1 (stereo not drawn)	0.8	2%	-7%	-2	0%	5%	35%	-8%
21	CC(=O)Nc1ccc(C(=O)NCCCOC(C)C)cc1	-0.9	-5%	0%	2	1%	-2%	?	-6%
22	Cc1ccc(-c2nc3c(c(SCC(=O)N4CCCC4)n2)COC(C)(C)C3)cc1	1.1	-3%	4%	-1	3%	0%	-49%	8%
23	CCC(=O)NNC(=O)c1c(O)c2ccccc2[nH]c1=O	-2.9	-6%	3%	-2	5%	9%	-3%	0%
24	COc1ccc(CC(=O)Nc2nc(-c3cc(OC)ccc3OC)cs2)cc1	-0.4	-7%	-9%	8	2%	21%	14%	4%
25	CCOC(=O)c1c(C)[nH]c(C)c1S(=O)(=O)NCCN1CCN(c2cc(Cl)ccc2C)CC1	-1.1	5%	-5%	11	-15%	-8%	-11%	-13%
26	CC(=O)Nc1ccc(NC(=O)CSc2nc3c(=O)n(C)c(=O)n(C)c3n2C)cc1	-0.1	-8%	-8%	1	4%	-10%	18%	1%
27	Cc1ccc(Cn2cccc(NC(=O)c3ccco3)c2=O)cc1	2.4	?	-1%	1	0%	7%	11%	-13%
28	COc1ccc(OC)c(/C=N/N=C2\SCC(=O)N2Cc2ccco2)c1	0.3	0%	-9%	20	-4%	15%	/	-12%
29	N#C/C(=C(/O)CCl)c1nnc2n1CCCCC2	0.8	-5%	6%	-4	13%	7%	-16%	3%
30	CN=C1c2cc3cc(OC)ccc3n2CCN1Cc1ccccc1	2.4	-14%	-34%	-5	12%	-7%	9%	-10%
31	CN1CCCC(CC2Oc3ccccc3Sc3ccccc32)C1 (stereo not drawn)	-4.7	-1%	2%	21	0%	-3%	22%	-5%
32	Cc1cc2ncn(CC(O)COc3cccc(C(=O)O)c3)c2cc1C (stereo not drawn)	-3.5	1%	-2%	-9	4%	-10%	-1%	-20%
33	COc1ccc(CN2C(=O)C(C)Nc3ncnc(N4CCc5ccccc5C4)c32)cc1 (stereo not drawn)	0.1	3%	-18%	6	-3%	16%	?	-17%
34	Cn1c(=O)c2c(nc(N3CCCC3)n2C)n(C)c1=O	-4.6	-8%	-3%[57.1 µM]	-1	4%	8%	0%	-7%
35	O=C(CNC(=O)c1ccc(Cl)cc1)Nc1ccc(S(=O)(=O)Nc2ncccn2)cc1	0.0	-3%	-21%	-6	0%	-6%	6%	-2%
36	Cc1ccc(N(CC(=O)NC(C)(C)C)C(=O)CCC(=O)Nc2ccccn2)cc1	-2.0	3%	4%	-3	-7%	0%	-7%	1%
37	Cc1ccc(CN(C)C(=O)c2cccc(S(=O)(=O)N3CCc4ccccc4C3)c2)o1	1.2	3%	-7%	-11	8%	7%	24%	-1%
38	C/C=C(/C)C(=O)Nc1cccc(C2=NOC3(C2)C[C@@H](C(N)=O)N(C(=O)CCCCC)C3)c1 (stereo partly drawn)	-0.5	-1%	2%	-6	4%	-4%	8%	3%
39	CCOC(=O)CN/C=C(\C#N)c1ccccc1	-0.9	0%	10%	1	0%	1%	-25%	-15%
40	CC(C(=O)Nc1ccccc1-c1ccccc1)N1CCOCC1 (stereo not drawn)	-0.7	-9%	1%	/	5%	-1%	-2%	-13%
41	Cc1ccc(-c2nc(C3CCCN(S(=O)(=O)c4ccc(C)cc4)C3)no2)cc1 (stereo not drawn)	-1.9	3%	-2%	0	-5%	2%	8%	0%
42	O=C(CSc1nc2cccnc2n1Cc1ccccc1)NCc1ccco1	-0.4	-4%	-9%	-18	-3%	8%	14%	6%
43	CC(=O)c1ccc(N2CCN(C(=O)Nc3ccc(Cl)cc3)CC2)cc1	-1.0	-3%	-6%	-9	-1%	8%	-24%	-25%
44	COc1cccc(/C=N/NC(=O)CN(CCc2ccccc2)S(=O)(=O)c2ccc(NC(C)=O)cc2)c1	-0.1	-5%	-7%	1	6%	10%	/	-3%
45	CC(C)Nc1nnc(SCC(=O)N2CCN(C(=O)c3ccco3)CC2)s1	0.1	-13%	6%	-8	0%	7%	/	14%
46	CC(c1ccco1)N(C(=O)c1ccc(S(=O)(=O)N2CCCCC2)cc1)c1ccccn1 (stereo not drawn)	-1.2	-11%	7%[57.1 µM]	-7	-2%	5%	16%	-6%
47	CCC(C)N(C(=O)COC(=O)C1CCN(S(=O)(=O)c2ccc(C)c(C)c2)CC1)C1CCS(=O)(=O)C1 (stereo not drawn)	-1.8	-18%	-12%	-4	4%	6%	11%	?
48	CC(NC(=O)COC(=O)C1CCC1)c1ccccc1 (stereo not drawn)	5.5	-10%	-12%	-4	-2%	3%	-3%	0%
49	CC(=O)Nc1ccc(OS(=O)(=O)c2ccc([N+](=O)[O-])cc2)cc1	0.4	-2%	6%	-1	14%	12%	4%	-12%
50	CCCCC(=O)NC(=S)Nc1nnn(CCC)n1	-4.6	-5%	-14%	-2	-3%	-6%	-9%	7%
51	C=CCn1c(N)nc2ccccc21	1.0	-8%	6%	-4	3%	-1%	-26%	3%
52	CCOc1ccccc1/C=N/NC(=O)c1nnn(-c2nonc2N)c1CN1CCC(C)CC1	-2.5	-13%	-7%	-18	9%	-5%	-4%	10%
53	COc1ccc(C(=O)n2nc(-c3ccco3)nc2N)cc1OC	-3.2	-18%	-14%	1	2%	2%	4%	-23%
54	CC(Cc1ccc(Cl)cc1)N1CCC(n2nccc2NC(=O)C2CCCC2)CC1 (stereo not drawn)	-4.7	-5%	7%	2	0%	5%	10%	24%
55	COCCNC(=O)C1CC(c2cccc(F)c2)=NO1 (stereo not drawn)	2.0	-5%	0%	0	-15%	-5%	-25%	-3%
56	CC1(C(=O)NS(=O)(=O)c2ccc(F)cc2F)CCN1C(=O)Cc1cccc2ccccc12 (stereo not drawn)	-0.5	-1%	3%	-3	-6%	9%	6%	3%
57	COCCn1c(SCC(=O)N2CCCC2)nnc1-c1ccco1	-0.3	0%	-6%	3	-10%	-3%	-8%	-11%
58	COc1cccc(-c2nn(C)c3sc(C(=O)NCc4ccc(C)cc4)cc23)c1	1.3	-17%	-9%	5	5%	5%&6%	?	9%

Profiles from above.
CC1(C(=O)NS(=O)(=O)c2ccc(F)cc2F)CCN1C(=O)Cc1cccc2ccccc12 (stereo not drawn) in the list: IL2 activator = -0.5; PLK1 PBD inh = -1%; WRN helicase inh = 3%; PI5P4K alpha inh = -3; EPAC1 agonist = -6%; Abeta yeast res = 9%; FUS yeast rescue = 6%; EPAC1 antag = 3%
CC(=O)Nc1ccc(OS(=O)(=O)c2ccc([N+](=O)[O-])cc2)cc1 in the list: IL2 activator = 0.4; PLK1 PBD inh = -2%; WRN helicase inh = 6%; PI5P4K alpha inh = -1; EPAC1 agonist = 14%; Abeta yeast res = 12%; FUS yeast rescue = 4%; EPAC1 antag = -12%
